# V1aR counter: agonists of human V1a receptor, primary screen, counter-screen for OXTR agonist project, fluorescence, CHO-V1R cells; Fluo-8 calcium fluorescence, agonist mode; 0% DMSO, 100% 3 nM vasopressin; activation, % at 3 µM; 320,000 compounds, 0.25% hits; AID 2797, 2010;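 active = activation above the mean activation of all tested compounds plus 3 SD, per screening run, cut at about 20% in these data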;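 also: signal is peak over basal fluorescence ratio across a 100 second FLIPR read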
# TAAR1 antagonist: human TAAR1 antagonists, primary screen, Fluo-8 calcium fluorescence, CHO RD-HGA16 cells. antagonist. inhibition, % at 3 µM. 360,000 compounds, 1.5% hits. AID 624466, 2012;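 active = inhibition above a per-plate cutoff, the mean inhibition of test compounds on that plate plus 3 SD, cut at about 49% in these data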;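 also: 0% = DMSO plus EC80 beta-PEA response and 100% = DMSO alone without agonist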
# Target sequence (Q96RJ0 whole entry, looked up): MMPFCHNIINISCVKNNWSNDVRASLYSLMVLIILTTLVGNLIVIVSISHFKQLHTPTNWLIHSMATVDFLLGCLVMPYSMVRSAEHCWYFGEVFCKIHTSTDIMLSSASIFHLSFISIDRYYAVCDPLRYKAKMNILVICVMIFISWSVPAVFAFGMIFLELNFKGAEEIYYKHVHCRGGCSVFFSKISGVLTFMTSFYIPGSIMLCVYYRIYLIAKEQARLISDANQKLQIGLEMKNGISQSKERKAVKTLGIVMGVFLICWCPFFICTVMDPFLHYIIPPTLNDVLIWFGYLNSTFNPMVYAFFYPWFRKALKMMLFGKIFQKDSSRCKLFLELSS
#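 Test system: hTAAR1-expressing CHO RD-HGA16 cells, Gα16-coupled; Probe or stimulus: EC80 β-phenethylamine stimulus; Compound dosing: single nominal final test compound concentration of 3 µM; Timing: 140 s kinetic read after compound, 140 s after agonist; Signal: Fluo-8 calcium-sensitive fluorescence; Measure: % inhibition of agonist calcium response; Controls: DMSO and EC80 PEA controls.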
# CHO-K1 Ca PAM: nonselective calcium activators in parental CHO-K1 cells, primary screen, counter-screen for M1 PAM project, cell-based, Fluo-8 calcium fluorescence, full deck, 1536-well. ATP EC20; 0% at ATP EC20, 100% at ATP max. activation, % at 3 µM. 360,000 compounds, 0.02% hits. AID 602247, 2012;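 active = activation above the run cutoff, the mean activation of all test compounds plus 3 SD, cut at about 40% in these data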;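 also: peak over basal fluorescence ratio in a 140 s read after ATP addition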
# M1 ag parental: counter-screen for M1 agonists: effect in parental CHO-K1 cells; Fluo-8 calcium fluorescence; scaled to maximal ATP response, vehicle zero; activation, % at 3 µM; 360,000 compounds, 0.48% hits; AID 602248, 2012; in the data active = activation above about 15%;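 also: untransfected CHO-K1 host cells lacking M1 receptor as counterscreen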
# OXTR potentiator: human OXTR potentiators, primary screen, fluorescence, CHO-OTR cells, Fluo-8 calcium; Fluo-8 calcium fluorescence, potentiator mode; 0% = oxytocin EC15, 100% = EC100; Oxytocin receptor (Homo sapiens), P30559; activation, % at 3 µM; AID 2445, 2010; 320,000 compounds, 0.061% hits;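 active = activation above that plate's cutoff, the mean activation of tested compounds plus 3 SD, cut at about 6.6% in these data, passing the limit was not always enough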;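 also: 100% uses oxytocin at 75 nM as the full agonist control; some results filed as inactive read as strong as hits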
#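 assay system = CHO-OTR cells, human receptor | schedule = compound 6 min at room temperature before oxytocin, 100 s read | detection = Fluo-8 intracellular calcium fluorescence, ex 470-495, em 515-575 nm | evaluation = normalized max/min fluorescence ratio, % activation | control set = EC15 oxytocin alone as 0%, 75 nM oxytocin (EC100) as 100%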
# CHRM1 agonist: human M1 muscarinic receptor agonists, primary screen, Fluo-8 calcium fluorescence, CHO-K1 cells, HTS. 360,000 compounds, 0.33% hits. activation, % at 3 µM. AID 588814, 2011. CHO-K1 hM1, agonist mode; 0% DMSO, 100% acetylcholine EC100;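 active = activation above the run's mean compound activation plus 3 SD, cut at about 16% in these data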;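 also: peak over basal fluorescence ratio within a 140 s kinetic read after compound addition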
# Target sequence (P11229 whole entry, looked up): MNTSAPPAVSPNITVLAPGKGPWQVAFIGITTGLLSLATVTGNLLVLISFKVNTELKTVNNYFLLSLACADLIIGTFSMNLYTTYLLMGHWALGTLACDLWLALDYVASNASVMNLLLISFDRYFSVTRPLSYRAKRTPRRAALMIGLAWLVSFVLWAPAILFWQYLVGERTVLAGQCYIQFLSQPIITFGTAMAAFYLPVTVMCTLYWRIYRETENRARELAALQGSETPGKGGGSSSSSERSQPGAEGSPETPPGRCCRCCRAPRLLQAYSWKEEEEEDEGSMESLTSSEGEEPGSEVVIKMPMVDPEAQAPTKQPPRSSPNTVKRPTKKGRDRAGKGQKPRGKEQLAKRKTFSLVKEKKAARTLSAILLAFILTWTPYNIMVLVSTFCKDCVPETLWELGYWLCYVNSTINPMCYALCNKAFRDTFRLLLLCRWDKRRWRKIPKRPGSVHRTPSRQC
# TAAR1 agonist: human TAAR1 agonists, primary screen, Fluo-8 calcium fluorescence, CHO RD-HGA16 cells; Trace amine-associated receptor 1 (Homo sapiens), Q96RJ0; vehicle wells 0%, saturating PEA agonist 100%; activation, % at 3 µM; 360,000 compounds, 0.99% hits; AID 624467, 2012;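 active = activation above the mean activation of all test compounds in the run plus 3 SD, cut at about 38% in these data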
#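 System: CHO RD-HGA16 cells carrying human TAAR1 plus Gα16; Incubation: 17-24 h seeding, 75 min 37 °C dye, 30 min RT; Measured by: Fluo-8 fluorescence, 5 s baseline then 140 s kinetic read; Control set: DMSO and PEA EC100; Replication: single well for each compound.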
# CHO-K1 Ca antag: nonselective inhibitor or artifact in parental CHO-K1 cells. inhibition, % at 3 µM. 360,000 compounds, 0.6% hits. ATP-induced calcium, Fluo-8 fluorescence. AID 602250;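 active = inhibition above a per-plate cutoff, the plate's mean sample inhibition plus 3 SD, cut at about 24% in these data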;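 also: 0% = DMSO plus EC80 ATP and 100% = DMSO alone without ATP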
# CHO parental Ca: ATP-evoked calcium signal inhibitors, parental CHO, primary screen, counter-screen for OX1R antagonist project, cell-based, fluorescence, Fluo-8 calcium dye. 330,000 compounds, 0.63% hits. inhibition, % at 5.6 µM. parental CHO-K1, ATP-induced calcium, Fluo-8 fluorescence;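 active = inhibition above that plate's mean sample inhibition plus 3 SD, cut at about 26% in these data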;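 also: 0% = ATP-challenged DMSO wells and 100% = DMSO wells without ATP; some compounds past the cut are filed as inactive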
#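 Assay system – parental CHO cells · Reagent – ATP stimulus · Detection – intracellular calcium via Fluo-8 no-wash fluorescent dye · Evaluation – percent inhibition of ATP-evoked calcium rise, normalized to controls · Controls – ATP wells versus no-ATP DMSO wells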
# An asterisk follows results filed as active; . = no result given.
1) Nc1nc(N)c2cc(Sc3ccc4ccccc4c3)ccc2n1
2) CC1CCN(C(=O)C2(NC(=O)Nc3cccc(F)c3)CCCCC2)CC1
3) CCn1cc(C2C(C(=O)Nc3cc(C)ccn3)=C(C)NC3=C2C(=O)CC(C)(C)C3)c(C)n1 (centres undefined)
4) COC(=O)C1CC(=O)c2ccsc2C1 (centres undefined)
5) CCOC(=O)C1=C(N)OC2=C(C(=O)CCC2)C1c1ccco1 (centres undefined)
6) Cc1cc2c(C)nc3ccccc3c2o1
7) CN1C(=O)N(c2ccccc2)C(Nc2nncs2)C1(C)C (centres undefined)
8) CCCCc1nc2sc3c(SCCN(C)C)ncnc3c2c2c1CCC2

Screen / compound no.,1,2,3,4,5,6,7,8
V1aR counter,13,-1.0,0.6,2.1,0.6,-1.0,1.4,-0.4
TAAR1 antagonist,15,0,-15,3,5,-9,6,-15
CHO-K1 Ca PAM,18,3,-8,18,2,19,0,24
M1 ag parental,11,1.2,-0.2,0.2,0.3,1.2,-0.2,0.1
OXTR potentiator,-11,-7,2,-4,-3,-12,-2,-7
CHRM1 agonist,14,-2,-3,-4,-2,-1,0,-4
TAAR1 agonist,63*,0,3,1,1,2,1,1
CHO-K1 Ca antag,1,-4,5,-7,0,-4,1,-14
CHO parental Ca,1,8,-2,-7,-3,-1,3,-3

# Full records as entered above. Values in the order: V1aR counter, TAAR1 antagonist, CHO-K1 Ca PAM, M1 ag parental, OXTR potentiator, CHRM1 agonist, TAAR1 agonist, CHO-K1 Ca antag, CHO parental Ca
# Entry for Nc1nc(N)c2cc(Sc3ccc4ccccc4c3)ccc2n1 → 13, 15, 18, 11, -11, 14, 63*, 1, 1
# Entry for CCCCc1nc2sc3c(SCCN(C)C)ncnc3c2c2c1CCC2 → -0.4, -15, 24, 0.1, -7, -4, 1, -14, -3

# Sorted by value in TAAR1 antagonist (lowest first): three from the list above.
cpd	SMILES	TAAR1 antagonist	CHRM1 agonist
6	Cc1cc2c(C)nc3ccccc3c2o1	-9	-1
4	COC(=O)C1CC(=O)c2ccsc2C1 (centres undefined)	3	-4
5	CCOC(=O)C1=C(N)OC2=C(C(=O)CCC2)C1c1ccco1 (centres undefined)	5	-2

# New compounds follow
9) Cc1cccc(NC(=O)c2nc[nH]c2C(=O)N[C@H](C)c2ccccc2)c1
10) O=C(COC(=O)Cc1ccc(Cl)c(Cl)c1)NCCc1ccccc1
11) COc1ccccc1-n1c(-c2cc(-c3ccc(F)cc3)n[nH]2)n[nH]c1=S
12) CCN(C(=O)c1cc(S(=O)(=O)N2CCOCC2)cn1C)c1cccc(C)c1
13) CN(C)CCCN1c2ccccc2Sc2ccc3ccccc3c21
14) COc1cc2c(cc1OC)C(C)N(C(=O)C1=NN(c3cccc(C)c3)C(=O)CC1)CC2 (centres undefined)
15) CN(C)/C=C/C(=O)c1cc(N2CCOCC2)ccc1[N+](=O)[O-]
16) Cc1ccc(O)c(NC(=S)NC(=O)c2ccccc2Cl)c1

Screen / compound no.,9,10,11,12,13,14,15,16
V1aR counter,1.1,.,0.7,-0.4,.,0.0,0.2,0.4
TAAR1 antagonist,16,4,8,-22,6,-19,-29,23
CHO-K1 Ca PAM,-2,-12,10,-5,6,-1,23,7
M1 ag parental,0.2,-0.1,0.1,0.3,6.0,1.0,1.5,1.4
OXTR potentiator,-6,.,-5,-3,.,1,-12,-11
CHRM1 agonist,-5,1,-7,-3,-6,-1,-7,-8
TAAR1 agonist,4,4,9,9,9,1,1,0
CHO-K1 Ca antag,-13,17,-5,2,-3,-16,-18,0
CHO parental Ca,10,.,-14,-6,.,-16,1,-8

17) N#Cc1ccc(-c2cccnc2)nc1SCC(=O)c1ccccc1
18) CCOC(=O)Cc1nn(Cc2nc(-c3ccc(C)cc3)cs2)c(=O)c2ccccc12
19) CN(C)c1ccc([N+](=O)[O-])cc1C(=O)NCC(c1ccco1)N(C)C (centres undefined)
20) COCCCN=CC1=C(O)CC(C)(C)CC1=O
21) Cc1cc(NC(=O)c2ccccc2Cl)c(C(C)C)cc1O
22) Nc1nc(SCc2ccc3c(c2)OCO3)n[nH]1
23) COc1ccc(C(=O)Nc2ccccc2N2CCN(C(=O)C(C)C)CC2)cc1Cl
24) CC1=CC(C)(C)N2C(=O)C3(C(C#N)=C(N)OC4=C3C(=O)CC(C)(C)C4)c3c(C)c(C)cc1c32 (centres undefined)

Screen / compound no.,17,18,19,20,21,22,23,24
V1aR counter,13,0.1,-0.9,0.6,-0.3,1.1,-0.4,0.0
TAAR1 antagonist,15,4,20,20,0,-12,29,-13
CHO-K1 Ca PAM,-14,15,21,-4,11,-5,-6,14
M1 ag parental,3.1,1.4,12,-0.1,0.7,-0.3,2.3,0.1
OXTR potentiator,-9,-4,-4,0,-4,-11,-10,-1
CHRM1 agonist,3,-3,-6,-5,-2,0,-4,-6
TAAR1 agonist,5,7,0,2,12,13,10,7
CHO-K1 Ca antag,6,-15,-7,-13,-6,5,10,-28
CHO parental Ca,22,-31,-12,-8,-2,-5,-37,-5

25) CCCCC(CC)COC1(c2ccccc2)OC(=O)c2ccccc21 (centres undefined)
26) CC(NCC(O)COCCC12CC3CC(CC(C3)C1)C2)c1ccccc1 (centres undefined)
27) CSc1ncnc2c1ncn2CCCN(C)Cc1ccco1
28) COc1ccc(C(CC(=O)O)N2C(=O)CCC2=O)cc1 (centres undefined)
29) COc1cc(NC(=O)C2(C)CCN2C(=O)C(C)C)cc(OC)c1OC (centres undefined)
30) COCCn1c(N)c(N(Cc2ccccc2)C(=O)c2ccc3ccccc3c2)c(=O)[nH]c1=O
31) N#Cc1ccc2ccn(CC(=O)NCc3ccco3)c2c1
32) Cc1ccc(-c2csc(N(CCO)CCCn3c(C(F)(F)F)nc4cc(C(F)(F)F)ccc43)n2)cc1

Screen / compound no.,25,26,27,28,29,30,31,32
V1aR counter,0.9,5.2,.,0.3,.,-0.4,-0.5,0.1
TAAR1 antagonist,-10,87*,2,1,-25,-24,8,5
CHO-K1 Ca PAM,27,24,10,23,15,-3,14,11
M1 ag parental,0.5,9.1,1.0,0.9,1.0,0.8,0.1,3.1
OXTR potentiator,-5,-6,.,-3,.,-4,-14,-7
CHRM1 agonist,-4,1,-10,-3,-2,-2,-5,-2
TAAR1 agonist,4,84*,3,1,2,0,12,2
CHO-K1 Ca antag,-27,-3,1,-13,-8,-16,-7,-6
CHO parental Ca,-20,14,.,0,.,6,0,-14

33) CCOC(=O)CNc1nc(Cl)nc(Nc2ccc(Cl)cc2)n1
34) CCOC(=O)c1ccc(NC(=O)CN(c2ccc(C)cc2)S(=O)(=O)c2c(C)n[nH]c2C)cc1
35) Nc1ccc(CC(N)c2csc(Nc3nncc4ccccc34)n2)cc1 (centres undefined)
36) COc1ccccc1NCC(=O)c1ccc(Cl)cc1
37) CNS(=O)(=O)c1ccc2c(c1)[nH]c(=S)n2C
38) CC1Cc2ccccc2N1S(=O)(=O)c1cccc(C(=O)NCc2ccncc2)c1 (centres undefined)
39) CCOC(=O)c1csc(COc2ccccc2Cl)n1
40) COc1cc(OC)cc(C(=O)N[C@H](C(=O)OCc2cc(=O)oc3cc(C)ccc23)C(C)C)c1

Screen / compound no.,33,34,35,36,37,38,39,40
V1aR counter,-0.1,6.7,.,0.3,.,8.8,-1.5,-0.8
TAAR1 antagonist,-31,52*,2,-11,4,11,-22,11
CHO-K1 Ca PAM,13,6,-5,-11,-10,-2,-7,18
M1 ag parental,0.4,4.0,0.6,-0.1,0.1,13,-0.3,6.1
OXTR potentiator,-5,-20,.,-14,.,-11,-9,-12
CHRM1 agonist,-4,0,-2,-5,0,-3,-2,-6
TAAR1 agonist,0,34,6,-2,0,7,-2,-1
CHO-K1 Ca antag,-14,7,4,-8,36*,-7,0,-4
CHO parental Ca,10,9,.,-9,.,-1,1,-17

41) CCOc1ccc(NC2=NC(C(=O)NCc3ccccc3)CC(=O)N2)cc1 (centres undefined)
42) COc1ccc(-c2cn(-c3ccccc3)nc2C(=O)O)cc1OC
43) O=C(Cn1cc(C(F)(F)F)cc(Cl)c1=O)NCc1ccc(Cl)cc1Cl
44) CCCS(=O)(=O)NCCc1cc2ccc(OC)cc2[nH]c1=O
45) OCCNc1nc(C2CC2)nc2c1nnn2Cc1ccccc1Cl
46) CC(CCc1ccccc1)NC(=O)c1ccccc1 (centres undefined)
47) O=C(O)COc1ccccc1/C=C1\SC(=S)N(/N=C/c2ccccc2O)C1=O
48) COC(=O)c1cn(NC(=O)Cc2ccc(OC)c(OC)c2)c(=O)c2ccccc12

Screen / compound no.,41,42,43,44,45,46,47,48
V1aR counter,5.3,1.2,-0.2,-0.8,0.1,-0.1,0.7,0.1
TAAR1 antagonist,16,-2,-3,13,1,4,-12,-4
CHO-K1 Ca PAM,12,2,4,16,15,4,27,12
M1 ag parental,0.6,1.2,0.5,0.5,1.9,-0.1,-0.1,-0.1
OXTR potentiator,-4,-9,3,-7,-11,-10,-2,5
CHRM1 agonist,-3,-4,-4,-2,-1,-4,-3,1
TAAR1 agonist,0,0,-2,0,7,-1,5,2
CHO-K1 Ca antag,-1,-9,-9,-3,-29,-4,-14,-10
CHO parental Ca,-7,3,-19,8,-15,-4,6,-13

49) CCn1c2ccccc2c2cc(C3C(C#N)=C(N)Oc4n[nH]c(COC)c43)ccc21 (centres undefined)
50) C1CCCCCC2(CCCCC1)OCC(CN1CCOCC1)O2 (centres undefined)
51) COc1cc(C(=O)Oc2cccc(C(=S)N3CCOCC3)c2)cc(OC)c1OC
52) CCO[C@@H]1OC(C(N)=O)=C[C@H](c2ccccc2)[C@H]1CCCO
53) NC(=O)c1ccc(NC(=O)COC(=O)CCC2CCCCC2)cc1

Screen / compound no.,49,50,51,52,53
V1aR counter,1.5,-1.0,1.6,1.7,3.5
TAAR1 antagonist,-8,-6,-8,9,-2
CHO-K1 Ca PAM,-7,7,-4,-3,2
M1 ag parental,0.3,4.9,1.4,-0.2,1.1
OXTR potentiator,-6,-2,-7,3,-4
CHRM1 agonist,-4,-5,1,-3,11
TAAR1 agonist,15,10,5,1,8
CHO-K1 Ca antag,16,6,-5,-3,-6
CHO parental Ca,-11,-9,-34,-9,-7

# High-throughput results: PubChem, The Scripps Research Institute Molecular Screening Center
